M. tuberculosis GlmU: inhibition of mycobacterial GlmU enzyme – biochemical, glucosamine-1-phosphate acetyltransferase (AID 1376); Bifunctional protein GlmU (Mycobacterium tuberculosis (strain ATCC 25618 / H37Rv)); M. tuberculosis GlmU acetyltransferase enzyme assay; higher % means a stronger effect; inhibition, %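 (tested at 30 µM in the primary screen)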, or IC50 in µM where a hit was titrated; 220,000 compounds, 0.25% hits; in the data active = inhibition above about 13%; inconclusive = no clear call, values can overlap the other calls;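 note: 0% = complete reaction with vehicle and 100% = reaction without substrate; strong numbers were not always called active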
Mtb RmlCD inh: M. tuberculosis RmlC/RmlD coupled enzyme inhibitors, primary screen, biochemical, compound mixtures, 384-well, from 1536-well plates. dTDP-4-dehydrorhamnose reductase (Mycobacterium tuberculosis (strain ATCC 25618 / H37Rv)) …. RmlC+RmlD coupled enzyme assay, percent inhibition; primary screen in compound mixtures. inhibition, % at 3.6 µM. 160,000 compounds, 0.03% hits; in the data active = inhibition mostly above about 34%, no sharp cut-off; inconclusive = no clear call, values can overlap the other calls; inactive = mostly below about 22%; note: some results filed as inactive read as strong as hits
Target sequence (P9WH09 whole entry, looked up): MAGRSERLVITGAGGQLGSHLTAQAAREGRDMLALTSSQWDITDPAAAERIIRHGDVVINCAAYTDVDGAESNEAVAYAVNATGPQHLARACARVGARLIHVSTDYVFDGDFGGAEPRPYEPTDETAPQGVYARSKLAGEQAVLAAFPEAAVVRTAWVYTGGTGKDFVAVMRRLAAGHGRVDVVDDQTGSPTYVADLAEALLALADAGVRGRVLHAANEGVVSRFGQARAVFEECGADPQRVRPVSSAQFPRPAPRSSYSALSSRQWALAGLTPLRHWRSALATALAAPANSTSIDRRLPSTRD
Target sequence (P9WH11 whole entry, looked up): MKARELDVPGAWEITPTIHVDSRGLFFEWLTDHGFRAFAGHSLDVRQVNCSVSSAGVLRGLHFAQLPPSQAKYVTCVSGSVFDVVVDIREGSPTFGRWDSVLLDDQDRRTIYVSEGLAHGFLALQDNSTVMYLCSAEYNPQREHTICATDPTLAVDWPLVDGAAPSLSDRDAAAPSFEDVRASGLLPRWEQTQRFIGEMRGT
Starred values were filed as active, the others as inactive; ? = inconclusive; . = not tested or not shown. These rows are one share of the data (hit frequency here may not be typical).

SMILES	M. tuberculosis GlmU	Mtb RmlCD inh
O=C(C1=C[C@@H](c2ccc(C(F)(F)F)cc2)C[C@@H](OCc2ccc(CO)cc2)O1)N1CCN(Cc2ccccc2)CC1	1.0%	.
Cc1csc(NC(=O)CSc2ncnc3c2cnn3-c2ccccc2Cl)n1	3.2%	.
Cc1onc(-c2c(Cl)cccc2Cl)c1NC(=O)NN(C)C	-1.0%	4.2
CC(C)(C)c1ccc(C(=O)N2CCCCCC2=O)cc1	0.5%	8.3
CCOC(=O)/C=C/C(=O)N1CCN(C(=O)/C=C/C(=O)OCC)CC1	1.5%	-5.9
Cn1cnnc1SCC(=O)Nc1ccc2nc(SCc3ccccc3F)sc2c1	-5.1%	4.7
COc1cc(OC)c(N(C)S(=O)(=O)c2cccc(C(=O)OCC(=O)c3c[nH]c4ccccc34)c2)cc1Cl	-5.2%	6.4
CCN(c1ccccc1)C1(O)C(=O)c2ccccc2C1=O	2.5%	1.0
CC(=O)CCS(=O)(=O)c1ccc(NC(C)=O)cc1	-3.3%	10.3
CCCCc1nnc(NC(=O)Cn2cnc3ccccc3c2=O)s1	-0.7%	-0.1
O=c1c2ccccc2nc2n1C(CSc1ccc(Br)cc1)CN2 (stereo not drawn)	-0.9%	4.2
O=C(CN1C(=O)C2CC=C(Cl)CC2C1=O)NCc1ccccc1 (stereo not drawn)	6.8%	9.8
CS(=O)(=O)N(CC(=O)Nc1ccccc1Sc1ccccc1)C1CCCCC1	4.0%	-8.6
Cc1cc(Nc2ccccc2)n(C(=O)c2ccc(N)cc2)n1	0.8%	.
CCSc1ccccc1C(=O)Nc1ccc2c(c1)OCO2	0.1%	6.5
COc1cc(C#N)c(NC(=S)N2CCOCC2)cc1OC	-0.2%	.
COc1ccc(/C=N/NC(=O)c2sc3nc(C)cc(C)c3c2N)cc1	-3.2%	-2.0
Cc1cc(C)n(-c2nc3c(c(=O)[nH]c(=O)n3C)n2Cc2cccc(Br)c2)n1	-0.7%	.
COCCCNC(=O)c1ccccc1-c1cc(C)no1	.	-12.9
Cc1cccnc1NC(=O)CCNS(=O)(=O)c1ccc2c(c1)c(=O)n(C)c(=O)n2C	8.4%	-12.9
COc1ccc2c(c1)C1CC(C)(NC(=O)C1S(=O)(=O)c1ccc(F)cc1)O2 (stereo not drawn)	-0.8%	-7.5
CCOC(=O)N1CCN(C(=O)CN(c2cccc(C(F)(F)F)c2)S(C)(=O)=O)CC1	0.7%	20.6
COCC(=O)NNS(=O)(=O)c1ccccc1[N+](=O)[O-]	0.5%	0.6
COc1ccc(C(=O)c2ccc(CC(=O)O)s2)cc1	-6.2%	6.8
O=C(Cc1cccc2ccccc12)N/N=C/c1ccc(Sc2nc3ccccc3s2)o1	-1.0%	-3.0

An excerpt from above in order of formula weight, highest first.
SMILES	M. tuberculosis GlmU	Mtb RmlCD inh
O=C(C1=C[C@@H](c2ccc(C(F)(F)F)cc2)C[C@@H](OCc2ccc(CO)cc2)O1)N1CCN(Cc2ccccc2)CC1	1.0%	.
CCOC(=O)N1CCN(C(=O)CN(c2cccc(C(F)(F)F)c2)S(C)(=O)=O)CC1	0.7%	20.6
COc1ccc(/C=N/NC(=O)c2sc3nc(C)cc(C)c3c2N)cc1	-3.2%	-2.0

(further entries)
SMILES	M. tuberculosis GlmU	Mtb RmlCD inh
COc1cccc(C(=O)Nc2c(F)cccc2F)c1	1.1%	.
CC1=C(C(N)=O)C(c2cccnc2)n2nc(SCc3ccccc3Cl)nc2N1 (stereo not drawn)	-3.0%	.
COc1ccccc1N(C(=O)CNS(=O)(=O)c1ccccc1)C(C(=O)NCc1ccco1)C(C)C (stereo not drawn)	8.8%	.
Cc1cc(OCCCn2ccnc2)cc(C)c1Cl	-3.8%	.
Cn1ccnc1SCC(=O)Nc1ccc2ccccc2c1	4.4%	0.0
O=C(CN1CCSCC1)N/N=C/c1cccc(Cl)c1	2.3%	8.6
O=C(/C=C/c1ccc([N+](=O)[O-])cc1)OCC(=O)N1c2ccccc2Sc2ccccc21	3.8%	-6.6
CC(=O)N1CCN(Cc2nc3cc(NC(=O)c4ccc(F)cc4)ccc3n2C)CC1	-1.8%	9.3
O=C(NC(=S)NCc1cccnc1)c1cc2ccccc2o1	-3.2%	-5.2
COc1ccc(OCC(=O)Nc2ccc3c(c2)nc(CN2CCCC2)n3C)cc1	-1.2%	-3.2
O=C(Nc1ncc(Cc2ccccc2)s1)C1COc2ccccc2O1 (stereo not drawn)	3.1%	?
CCC(C)(C(=O)NC1CCCCC1)N(C)C(=O)c1ccc2c(c1)OCO2 (stereo not drawn)	-2.5%	-8.2
Cc1ccc(NC(=O)CN2C(=O)N/C(=C\c3cccn3-c3cccc(C(=O)O)c3)C2=O)cc1	103µM*	2.5
Cc1ccc(/C=C/c2ccc(=O)n(Cc3ccccc3Cl)n2)cc1	1.1%	1.1
Clc1ccc(-c2nc(/C=N/N3CCOCC3)c3ccccn23)cc1	-8.9%	5.3
COc1ccc(C(=O)N2CCC(C(=O)Nc3ccccc3C)CC2)cc1OC	1.5%	5.3
CCS(=O)(=O)c1ccc(O)c(NC(=O)NC2CCCCC2)c1	-3.7%	8.2
COc1ccc(/C=N/NC(=O)CC2N=C(Cc3ccccc3)NNC2=O)cc1OC (stereo not drawn)	1.8%	6.7
CC(=O)Cn1ncc(N2CCOCC2)c(Br)c1=O	-3.6%	-7.3
O=C(CSC1=NCCS1)Nc1ccc2ccccc2c1	1.5%	10.2
c1ccc(-n2ncc(-c3nn[nH]n3)n2)cc1	-4.5%	.
CC(C)NC(=O)c1cc2nc(-c3ccco3)cc(C(F)(F)F)n2n1	3.6%	4.7
Cc1c(-c2ccccc2)c(P(=O)(N2CCOCC2)N2CCOCC2)c2ccccn12	2.0%	9.3
Cc1cccc(OCC(O)CN2CCN(CCN3C(=O)c4cccc5cccc(c45)C3=O)CC2)c1C (stereo not drawn)	-6.9%	-13.6
Cn1c(C2=C(O)CN(c3ccc4c(c3)OCCO4)C2=N)nc2ccccc21	9.2%	.

Going on with the list.
SMILES	M. tuberculosis GlmU	Mtb RmlCD inh
COc1cc(/C=N/NC(=S)NCC2CCCO2)cc(OC)c1OC (stereo not drawn)	-4.0%	12.5
Cc1ccc2[nH]c(C)c(/C=N/Nc3nc4ccccc4s3)c2c1	1.6%	.
CC1(NC(=O)C23CC4CC(CC(C4)C2)C3)CCS(=O)(=O)C1 (stereo not drawn)	17.1%	.
COc1ccc(NC(=O)CN(C)C2CCCCC2)cc1Cl	-0.9%	10.4
O=C(NN1C(=O)c2ccccc2NC12CCCCC2)c1ccccc1	-0.7%	3.5
Cc1snc(SCC(=O)c2ccc(Cl)cc2)c1C#N	1.5%	-10.8
CSC1=N/C(=C\c2ccc(C)cc2)C(=O)S1	4.3%	.
O=c1nc2n(c3c1oc1ccccc13)Cc1ccccc1-2	0.9%	-50.4
Cc1cccc(NC(=O)CN2C(=S)NC(C)(C)CC2C)c1C (stereo not drawn)	2.7%	-10.3
COc1ccc(Cn2nnnc2C(c2ccccc2OC)N2CCC(C(N)=O)CC2)cc1 (stereo not drawn)	-0.2%	.
COC(=O)C(CC(=O)Nc1cc(C)ccc1C)Nc1ccccc1OC (stereo not drawn)	0.9%	-2.2
CCc1nnc(NC(=O)CSc2nnc(-c3ccoc3C)n2CC(C)C)s1	-2.9%	-6.0
COc1ccc(CN(CC2CCC(C(=O)O)CC2)C(=S)Nc2cccc(C)c2)cc1 (stereo not drawn)	-3.0%	-12.6
CCC(=O)OC1CSc2nc3ccccc3n2C1 (stereo not drawn)	-0.2%	.
CCOc1ccc(-n2c(=S)sc3c(=O)[nH]c(SCC(=O)NCC4CCCO4)nc32)cc1 (stereo not drawn)	3.2%	.
Cc1nn2c(SCC(=O)c3cccs3)cc(C(C)(C)C)nc2c1-c1ccccc1	2.9%	10.0
CN1CCC(OC(=O)COc2ccc(Cl)cc2Cl)CC1	3.1%	1.4
CN1C2CCC1CC(NC(=O)CSc1ccc(C(C)(C)C)cc1)C2 (stereo not drawn)	.	-0.8
S=c1[nH]nc(Cc2cccc3ccccc23)o1	5.5%	1.4
O=C(NCc1ccccc1)C1=C[C@H](c2ccc(Br)cc2)C[C@H](OCCCCO)O1	-4.5%	.
COCCOC(=O)c1sc2nc[nH]c(=O)c2c1C	3.7%	2.2
O=C(CSc1nc2cc(Cl)ccc2s1)N1CCCc2ccccc21	-4.8%	3.5
CC(C)CCP(=O)(O)c1ccccc1	-1.3%	.
COc1ccc(C2C3=C(CC(C)(C)CC3=O)Nc3cc4c(cc32)OCO4)cc1 (stereo not drawn)	-7.2%	8.6
COCCN(C(=O)CSc1nnc(Nc2ccc(C)cc2)s1)c1c(N)n(CC(C)C)c(=O)[nH]c1=O	0.8%	-6.0

Next part; it opens with the 7 that closed the last part.
SMILES	M. tuberculosis GlmU	Mtb RmlCD inh
S=c1[nH]nc(Cc2cccc3ccccc23)o1	5.5%	1.4
O=C(NCc1ccccc1)C1=C[C@H](c2ccc(Br)cc2)C[C@H](OCCCCO)O1	-4.5%	.
COCCOC(=O)c1sc2nc[nH]c(=O)c2c1C	3.7%	2.2
O=C(CSc1nc2cc(Cl)ccc2s1)N1CCCc2ccccc21	-4.8%	3.5
CC(C)CCP(=O)(O)c1ccccc1	-1.3%	.
COc1ccc(C2C3=C(CC(C)(C)CC3=O)Nc3cc4c(cc32)OCO4)cc1 (stereo not drawn)	-7.2%	8.6
COCCN(C(=O)CSc1nnc(Nc2ccc(C)cc2)s1)c1c(N)n(CC(C)C)c(=O)[nH]c1=O	0.8%	-6.0
O=C(CSc1ncn[nH]1)Nc1ccccc1-c1ccccc1	3.1%	.
COC(=O)CNS(=O)(=O)c1ccc(Cc2ccc(S(=O)(=O)NCC(=O)OC)cc2)cc1	2.2%	1.5
O=C(Nc1ccccc1)c1ccc(S(=O)(=O)NCc2ccco2)cc1	4.2%	-8.1
CC(C)N(Cc1nc(-c2ccccc2)no1)C(=O)C1CCCCC1	0.9%	.
Cc1cccc(N2CCN(Cc3cn(C)nc3-c3ccccc3F)CC2)n1	1.1%	-11.8
O=C(O)c1cccc(COc2ccc3c(c2)CCC3)c1	-9.5%	.
CO/N=C(/CNC(=O)c1cccc(Cl)c1)c1ccc(Cl)cc1	.	-7.8
CCC1(CC)C(=O)NC(=O)NC1=Nc1cccc(OC)c1	7.7%	.
O=C(OCC1O[C@@H](OC(=O)c2cc(O)c(O)c(O)c2)[C@@H](OC(=O)c2cc(O)c(O)c(O)c2)[C@@H](OC(=O)c2cc(O)c(O)c(O)c2)[C@@H]1OC(=O)c1cc(O)c(O)c(O)c1)c1cc(O)c(O)c(O)c1 (stereo partly drawn)	7.8%	.
COc1ccc(C2C(C#N)=C(N)Oc3cc(C)n(Cc4ccco4)c(=O)c32)cc1 (stereo not drawn)	1.0%	-8.3
COc1ccccc1N1CCN(/N=C/c2cccc(O)c2)CC1	1.9%	-5.9
CC(=O)Nc1sc(N/N=C\c2ccc(O)cc2)nc1-c1cccs1	-2.7%	-3.2
CCOC(=O)C(NCCc1ccccc1)(NC(C)=O)C(F)(F)F (stereo not drawn)	-5.4%	.
O=C(O)CCCC(=O)OCCCCc1cccs1	6.7%	.
CS(=O)(=O)N(Cc1ccco1)Cc1ccccc1Cl	1.2%	-12.8
O=C(Nc1nc2ccccc2n1CCN1CCCCC1)c1ccc(Cl)cc1	.	8.7
CCCOc1ccc(N2C(=O)CC(N3CCN(c4nc5ccccc5s4)CC3)C2=O)cc1 (stereo not drawn)	-1.5%	-1.0
Cc1noc(C)c1COC(=O)CCCNC(=O)c1ccc(Cl)cc1	-1.4%	-1.4
COC(=O)CSc1nnc(-c2ccncc2)n1N	4.8%	5.3
CCOC(=O)N1CCN(C(=O)CSc2nnc(CNC(=O)c3c(F)cccc3Cl)o2)CC1	2.8%	-6.4
Cc1ccc(NC(=S)NCc2ccccc2)cc1S(=O)(=O)N1CCCCC1	-3.2%	-12.1
CC(=O)Cc1c[nH]c2ccccc12	1.7%	-4.9
CCCOP(=O)(c1ccc(N(C)C)cc1)C(O)c1ccccc1OC (stereo not drawn)	8.9%	.
Cn1c(=O)c2c(nc(N3CCN(c4ccccn4)CC3)n2Cc2ccccc2Cl)n(C)c1=O	5.5%	.
C=CCn1c(SCc2cc(C(C)=O)ccc2OCC)nc2ccccc2c1=O	-3.9%	-11.1

Additional structures:
SMILES	M. tuberculosis GlmU	Mtb RmlCD inh
Cc1ccc(-c2cc(C(=O)Nc3ccc(S(=O)(=O)Nc4ncccn4)cc3)[nH]n2)c(O)c1C	-0.5%	-6.0
Cc1ccc(/C=N/NC(=O)c2cccc([N+](=O)[O-])c2)o1	-1.3%	14.5
CCOC(=O)N1CCN(S(=O)(=O)c2cc(Br)cc3c2N(C(=O)CC)CC3)CC1	-1.4%	4.0
COc1ccc(CCNC(=O)c2cc(C(C)C)on2)cc1OC	10.3%	-8.0
CC(=O)c1c(C)[nH]c(C(=O)COC(=O)CN(C)S(=O)(=O)c2ccc(Cl)cc2)c1C	-4.1%	.
O=C(CCNS(=O)(=O)c1cccc2nsnc12)N1CCc2ccccc21	1.6%	0.6
COc1cccc(C2/C(=C(\O)c3ccc4c(c3)OCCO4)C(=O)C(=O)N2CCN(C)C)c1 (stereo not drawn)	-1.9%	7.8
Cc1cc(=O)oc(C)c1C(=O)NC12CC3CC(CC(C3)C1)C2	0.2%	?
CCN(Cc1cc(=O)n2ccsc2n1)Cc1nc2cc(OC)c(OC)cc2c(=O)[nH]1	3.3%	.
COC(=O)N/N=C/c1cccc(OC(=O)c2ccc3c(c2)OCO3)c1	1.3%	3.2
O=[N+]([O-])c1ccc(N2CCN(C(=S)NC3CCCCC3)CC2)cc1	-0.2%	77.9
Cn1c(=O)c2cn3c(c2n(C)c1=O)C(c1ccccc1)CC(c1ccccc1)=N3 (stereo not drawn)	1.3%	9.9
